High-throughput results (PubChem BioAssay)
Pol iota inh: blocks human DNA polymerase iota activity. Q9UNA4. Pol iota fluorescent replication assay, 10 min. Potency, µM (titrated, usually from 115 µM), for the others: at the highest dose activity, negative = inhibition, actives largely listed as inhibitors. hit rate 1% among 390,000; further: potency means the concentration at half of the fitted maximal effect
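Fluorescent replication assay read twice, at 0 min and 10 min after adding 50 nM (final) substrate. Enzyme (10 nM) and compounds were first incubated 15 min at room temperature; enzyme-free buffer wells were negative controls.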
APEX1 inh: APE1 (human) endonuclease inhibition; P27695; recombinant APE1, TAMRA/BHQ-2 abasic DNA cleavage fluorescence; Potency, µM (doses to about 65.8 µM), for inactives: top-dose activity change, negative = inhibition, hits mostly inhibitors; hit rate 0.35% among 350,000; AID 2517;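 further: potency means the concentration at half of the fitted maximal effect; plate controls were vehicle for no effect and reference inhibitor for full effect; nearly all actives have a fitted effect of over 55% in size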
Target sequence (P27695 whole entry, looked up): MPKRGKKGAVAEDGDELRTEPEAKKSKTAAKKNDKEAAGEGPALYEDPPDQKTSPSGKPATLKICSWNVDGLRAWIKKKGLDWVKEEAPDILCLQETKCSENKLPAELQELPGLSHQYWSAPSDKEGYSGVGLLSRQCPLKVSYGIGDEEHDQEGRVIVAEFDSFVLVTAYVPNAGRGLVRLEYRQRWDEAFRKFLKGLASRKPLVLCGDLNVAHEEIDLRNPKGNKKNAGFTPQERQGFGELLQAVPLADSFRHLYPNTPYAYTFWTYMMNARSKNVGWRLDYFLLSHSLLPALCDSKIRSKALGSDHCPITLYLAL
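Readout is kinetic fluorescence (ex 525, em 598 nm) from cleavage of 50 nM TAMRA/BHQ-2 THF abasic duplex by 0.75 nM APE1, compound added 15 min beforehand at RT.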
POLB inh: blocks human DNA polymerase beta activity; P06746; Pol beta primer extension/strand displacement, fluorescence kinetic; Potency, µM (series often up to 114 µM), inactives show at the highest dose activity change, negative = inhibition, usual class: inhibitors; hit rate 1.3% among 340,000; AID 485314; further: potency means the concentration at half of the fitted maximal effect; on the % scale 0 is the no-effect control and ±100 the full control effect
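Curves were derived by four-parameter Hill fits of normalized qHTS data. The kinetic fluorescent primer-extension read was taken at 0 and 10 min after 50 nM substrate, following a 15 min room-temperature preincubation of 10 nM enzyme with compounds.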
Pol eta inh: inhibitors of human DNA polymerase eta. hit rate 1.2% among 390,000. recombinant Pol eta, fluorescent DNA replication assay. Potency, µM (highest dose often 114 µM), without a hit: at the highest dose activity change, negative = inhibition, hits mostly inhibitors. Q9Y253; further: potency means the concentration at half of the fitted maximal effect; on the % scale 0 is the no-effect control and ±100 the full control effect
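Fluorescent replication assay: 50 nM final substrate added after a 15 min room-temperature compound preincubation with 10 nM enzyme. Signal taken at 0 min and again at 10 min.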
RXFP1 antag: antagonists of human relaxin receptor RXFP1 | AID 1259400 | activity change, negative = inhibition, % at 57.5 µM | HEK293-RXFP1, relaxin-stimulated cAMP HTRF, 30 min; active compounds read low | Q9HBX9 | hit rate 0.59% among 350,000;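 active means activity change of -60% or lower, but not beyond a set lower limit; inconclusive means change between -60% and -40%, or beyond the set limit; inactive means change above -40%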; further: on the % scale 0 is the no-effect control and ±100 the full control effect
Apoferritin bind: binds horse apoferritin like a general anesthetic; apoferritin/1-aminoanthracene competitive binding, fluorescence; Potency, µM (doses to about 77.5 µM), for inactives: at the top dose activity change, negative = displacement, actives largely listed as inhibitors; hit rate 0.074% among 350,000; AID 485281; further: potency means the concentration at half of the fitted maximal effect; on the % scale 0 is the no-effect control and ±100 the full control effect; nearly all actives have a fitted effect of over 20% in size
Target sequence (P02791 2-175 limits assumed): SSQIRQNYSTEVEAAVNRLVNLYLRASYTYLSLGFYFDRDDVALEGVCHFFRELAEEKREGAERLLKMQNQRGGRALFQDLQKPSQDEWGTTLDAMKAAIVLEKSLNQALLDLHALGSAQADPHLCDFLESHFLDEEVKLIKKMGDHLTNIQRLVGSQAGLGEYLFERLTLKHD
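Probe: 1-aminoanthracene (50% saturated, PBS). Protein: horse-spleen apoferritin, 10 uM. Incubation: 10 min, room temperature. Detection: 380 nm excitation, 535 nm emission. Analysis: normalized response, four-parameter Hill.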
PGK inhibitor: blocks T. brucei phosphoglycerate kinase; P07378; PGK/GAPDH coupled, Kinase-Glo luminescence, 60 min; Potency, µM (series often up to 57.5 µM), for inactives: at the top dose activity change, negative = inhibition, hits mostly inhibitors; hit rate 0.043% among 380,000; AID 602233; further: potency means the concentration at half of the fitted maximal effect; on the % scale 0 is the no-effect control and ±100 the full control effect; nearly all actives have a fitted effect of over 60% in size
Target sequence (P07378 whole entry, looked up): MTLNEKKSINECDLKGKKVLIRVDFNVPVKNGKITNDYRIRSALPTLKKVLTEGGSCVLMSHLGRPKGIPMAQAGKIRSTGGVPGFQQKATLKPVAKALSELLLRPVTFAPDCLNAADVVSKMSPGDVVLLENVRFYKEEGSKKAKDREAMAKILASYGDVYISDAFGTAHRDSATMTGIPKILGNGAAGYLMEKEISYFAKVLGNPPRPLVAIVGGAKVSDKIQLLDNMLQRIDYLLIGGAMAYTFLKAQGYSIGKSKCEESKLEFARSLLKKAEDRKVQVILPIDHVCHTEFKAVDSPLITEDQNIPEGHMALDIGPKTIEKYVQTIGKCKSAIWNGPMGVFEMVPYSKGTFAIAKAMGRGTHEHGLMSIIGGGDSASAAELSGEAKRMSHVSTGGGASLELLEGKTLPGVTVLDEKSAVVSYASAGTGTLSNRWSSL
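Recombinant glycosomal PGK reaction used 1,3-bisphosphoglycerate generated in-well by GAPDH (100nM final) in 100mM TEA pH 7.6, 5mM MgCl2, 0.01% Tween-20. After 60 minutes at room temperature, ATP was read by Kinase-Glo Plus luminescence end-point.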
BLM inh: inhibitors of human Bloom syndrome helicase BLM; P54132; recombinant BLM DNA unwinding, fluorescence dequenching; Potency, µM (top dose mostly 56.1 µM), for inactives: at the top dose activity change, negative = inhibition, usual class: inhibitors; hit rate 0.2% among 350,000;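 further: potency means the concentration at half of the fitted maximal effect; plate controls were vehicle for no effect and no enzyme for full effect; nearly all actives have a fitted effect of over 35% in size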
POLK inh: inhibitors of human DNA polymerase kappa; Potency, µM (titrated, usually from 107 µM), for inactives: at the top dose activity, negative = inhibition, hits mostly inhibitors; hit rate 0.53% among 400,000; AID 588579; purified Pol kappa, fluorescent DNA synthesis assay, 10 min; Q9UBT6; further: potency means the concentration at half of the fitted maximal effect; on the % scale 0 is the no-effect control and ±100 the full control effect
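Enzyme at 10 nM met test compounds for 15 min at room temperature. Substrate addition (50 nM final) began the reaction, which was monitored by fluorescence at 0 and 10 min.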
Starred values were filed as active, the others as inactive; i = inactive; ? = inconclusive; . = no result given; & = joins results of further samples; [ ] = remark or other dose. Unless noted, the call rests on the fitted dose curve; in most records, active means well fitted curve in the direction sought with a large enough effect; inconclusive means small, poorly fitted or top-dose-only effect, or another doubt; inactive means no such curve, though single readings can be large; an effect the other way counts as inactive or inconclusive. Some of the compounds tested; the hit share may differ from the screen's.

SMILES | Pol iota inh | APEX1 inh | POLB inh | Pol eta inh | RXFP1 antag | Apoferritin bind | PGK inhibitor | BLM inh | POLK inh
O=C(COC(=O)c1cc(F)cc(F)c1)NCCCc1ccccc1 | 25% | -16% | 8% | -6% | 1 | -16% | -10% | -4% | 0%
O=C(Nc1ccon1)c1ccc(N2CCCCC2)c([N+](=O)[O-])c1 | -10% | -5% | ? | -3% | -12 | -19% | -15% | -7% | -3%[60.1 µM]
COCCCN1C(=O)C(O)=C(C(C)=O)C1c1ccccn1 (stereo not given) | -7% | -4% | 4% | -1% | 5 | 3% | -4% | -1% | -19%
CCOc1cccc(CNC(=O)c2ccc(N3CCCC3)c(NC(=O)Nc3ccccc3CC)c2)c1 | 3% | . | 41% | -10% | 15 | -7% | i | -1% | -6%[60.1 µM]
CCc1c(C)c2ccc(O)c(CN3CCN(c4ccc(OC)cc4)CC3)c2oc1=O | 15% | . | 22% | -16% | 4 | 276%[activator] | -1% | -3% | 8%
O=C(O)CCC(=O)N1N=C(c2ccc(Br)cc2)CC1c1ccc(Br)cc1 (stereo not given) | 35%[activator] | 46%[activator] | 8% | -20% | -4 | -16% | 3% | -1% | -7%
O=C(/C=C/c1cccc(F)c1)OCC(=O)N1CCCC1 | 33%[activator] | 43% | . | -7% | 1 | . | i | . | -8%
O=C(Nc1ccc(S(=O)(=O)NCc2ccco2)cc1)c1ccc2ccccc2n1 | 3% | -6% | ? | ? | -36 | -17% | -10% | -5% | -32%
Cn1c(=O)c2[nH]c(CCCc3nc4ccccc4[nH]3)nc2n(C)c1=O | 105%[activator] | . | . | -1% | -2 | . | -4% | . | -15%
COC(=O)c1cc(C(=O)OCC(=O)Nc2ccc(N3CCOCC3)cc2)cc([N+](=O)[O-])c1 | 24% | 12% | . | ? | -2 | . | 2% | . | -7%
CCOC(=O)c1cc2c(=O)n3ccccc3nc2n(CCOC)c1=NC(=O)c1ccncc1 | 11% | -4% | -8% | -11% | -6 | 329%[activator] | i | -4% | -3%
COc1ccc(C2(C(=O)Nc3cc(C)on3)CCOCC2)cc1 | 9% | 8% | 29% | -6% | -24 | -6% | -9% | 3% | 8%
CC(=O)c1c(C)n(C)c2ccc(OC(=O)c3ccc([N+](=O)[O-])cc3)cc12 | 30%[activator] | 1% | 7% | -8% | 0 | -2% | -1% | -1% | 10%
N#Cc1ccc(OCc2nnc(SCC(=O)N3CCCc4ccccc43)n2-c2ccccc2)cc1 | 9% | -2% | 13% | 0% | -5 | -10% | -1% | -2% | -16%
Cc1ccc(CCNC(=O)C2CCN(S(=O)(=O)c3ccc4nc5c(c(C(=O)O)c4c3)CCCC5)CC2)cc1 | 21% | -12% | 1% | -11% | -1 | -10% | -4% | -4% | -5%
CCOc1ccc2oc(C(=O)OCC(=O)NC3CC3)c(C)c2c1 | 28% | 6% | -15% | 9% | 4 | -6% | 0% | 0% | -7%
Cc1nc(NCCc2ccc(F)cc2)c2nnn(Cc3ccccc3)c2n1 | 27% | -5% | 32% | -15% | -6 | -15% | 2% | -3% | -8%
COc1cc2c(cc1O)[C@H](Cc1ccc(Oc3cc(C[C@@H]4NCCc5cc(OC)c(O)cc54)ccc3O)cc1)NCC2 | . | ? | 5% | . | . | -9% | . | 3% | .
CCOc1ccc(CNC(=O)c2cnc3sc(N4CCCCCC4)nn3c2=O)cc1OC | 44%[activator] | . | 16% | -13% | -11 | -2% | i | -4% | 1%
COc1ccc(Br)cc1CNC(=O)CN1C(=O)c2cccnc2Oc2ccc(C)cc21 | ? | . | 33% | ? | -20 | -8% | 9% | -22% | -16%
O=C(CSc1nnc(Cc2cccs2)n1-c1ccccc1)NCc1ccc2c(c1)OCO2 | -9% | -2% | ? | -12% | -19 | ? | -8% | -4% | 2%
CCOCCCNC(=O)C(c1ccc(C)cc1)N(Cc1ccc2c(c1)OCO2)C(=O)c1ccccc1O (stereo not given) | 19% | . | -3% | -2% | -21 | ? | 8% | -2% | 1%
CCNC(=S)NNC(=O)CSc1nc2ccccc2n1C | 139%[activator] | 1% | -20% | 3% | -15 | 1% | 5% | -2% | -5%
COc1ccc(S(=O)(=O)N2CCCCC2)cc1NC(=O)c1ccc(C)cc1 | 29% | 15% | . | -19% | 0 | . | -1% | . | -13%
COc1ccc(C(=O)NCc2nnc(SCC(=O)Nc3ccc(C)cc3)n2-c2ccccc2)cc1 | 24% | . | 19% | -13% | -4 | 27% | -2% | -4% | 0%
(continued)
SMILES | Pol iota inh | APEX1 inh | POLB inh | Pol eta inh | RXFP1 antag | Apoferritin bind | PGK inhibitor | BLM inh | POLK inh
CNS(=O)(=O)c1cn(CC(=O)N(C)Cc2ccccc2)cc1S(=O)(=O)NC | 11% | 44% | -6% | ? | 1 | 0% | i | -2% | 10%
COc1ccc(OC)c(NC(=O)CSc2n[nH]c(-c3cccnc3)n2)c1 | 127%[activator] | 20% | 4% | -9% | -9 | -5% | -3% | -3% | -5%
COc1cccc(CC(=O)OCc2csc(CC(=O)Nc3ccccc3C)n2)c1 | -3% | 1% | . | -2% | 1 | . | -1% | . | 6%
CCOc1ccc(S(=O)(=O)N2CCN(Cc3ccc4c(c3)OCO4)CC2)cc1Cl | 49%[activator] | -26% | 2% | -28% | -14 | 5% | -2% | -8% | -5%
Cc1c(NS(=O)(=O)c2ccc(C(C)(C)C)cc2)c(=O)n(-c2ccccc2)n1C | 29% | . | -1% | -16% | 4 | -4% | -10% | 1% | -6%
COC(=O)[C@]1(Cc2ccccc2)N[C@H](CN(C)S(=O)(=O)c2ccc(C)cc2)[C@@H]2C(=O)N(Cc3ccccc3)C(=O)[C@@H]21 | 5% | 0% | . | -10% | . | . | i | . | 7%
O=C(CSc1nc2ccccc2o1)Nc1ccc(N2CCOCC2)c(Cl)c1 | 1% | -5% | 4% | -17% | 1 | ? | -1% | -7% | -18%
CCN(Cc1ccccc1)S(=O)(=O)c1ccc2[nH]c3c(c2c1)CCCCC3 | -15% | . | 1% | -6% | . | 43%[activator] | 9% | -14% | -16%
COC(=O)CC1(c2cccc3ccccc23)C(=O)c2ccccc2C1=O | ? | -4% | 2% | -16% | -12 | ? | 1% | -8% | -12%
O=[N+]([O-])c1ccc(N2CCN(c3ccccc3Cl)CC2)cn1 | 6% | 75%[activator] | 43% | -21% | 3 | 2% | -1% | 0% | 10%
COc1cc(C(Nc2ccc(S(=O)(=O)N3CCC(C)CC3)cc2)C(=O)NCC2CCCO2)cc(OC)c1OC (stereo not given) | 21% | 5% | 26% | -13% | -12 | -1% | -2% | -4% | -7%
COc1ccc(NS(=O)(=O)c2cccc(C(=O)NCc3ccccn3)c2)cc1 | 8% | 1% | . | -13% | -10 | . | 11% | . | -1%
CCOc1cc2[nH]c(=S)n(CCCC(=O)NCc3ccccn3)c(=O)c2cc1OCC | 12% | 80%[activator] | -30% | -3% | -7 | -4% | -4% | -4% | 0%
Cc1ccn(C(=O)c2ccc(NC(=O)CC(C)C)cc2)n1 | 5% | 2% | -28% | -13% | 0 | ? | -2% | -1% | -22%
N#C/C(=C/c1ccc(-c2ccc(Br)cc2)o1)C(=O)NC1CCCCC1 | 109%[activator] | 17% | 22% | -16% | -10 | 1% | 2% | 4% | -6%
Cc1cccn2c(=O)c(C=O)c(NCc3ccccc3)nc12 | 7% | 1% | 4% | -18% | -5 | -12% | 6% | -1% | -2%
COC(=O)CSc1ccc2nnc(CCNS(=O)(=O)c3ccccc3)n2n1 | 15%&-25% | 1% | 1%&5% | -23%&-6% | 4&2 | -7%&-3% | 6% | -2%&2% | ?
COn1c(-c2ccccc2)nc2ccc(Cl)cc21 | 12% | 0% | 8% | -10% | -7 | -23% | 0% | -2% | -13%
Cn1c(C(=O)NCc2ccccc2F)cc2cc(S(=O)(=O)N3CCCCC3)ccc21 | 10% | . | -12% | -14% | 2 | -12% | -3% | -7% | -12%[60.1 µM]
NS(=O)(=O)c1ccc(NCc2c(F)cccc2Cl)cc1 | 1% | -1% | 22% | -12% | 4 | ? | i | 1% | -4%
COCCNc1nc2nonc2nc1N1CCCC1c1nccs1 (stereo not given) | 30% | -1% | 1% | -9% | 8 | 3% | i | -5% | -7%
O=c1[nH]c(N2CCCCCC2)nc2ncn(Cc3ccccc3)c12 | 31%[activator] | 1% | -1% | -3% | -6 | 2% | i | -3% | 15%
CC(Oc1ccccc1)C(=O)Nc1nc(-c2ccccn2)cs1 (stereo not given) | ? | -12% | . | -7% | -2 | . | 5% | . | -12%
CC1CN(C2CCCCC2)c2nc3c(c(=O)n(C)c(=O)n3C)n2C1 (stereo not given) | 6% | 1% | -3% | -7% | 10 | -15% | -2% | 1% | -28%
Cc1cc(N2C(=O)C3C4C=CC(C4)C3C2=O)ccc1Br (stereo not given) | 4% | -1% | 2% | -12% | -9 | ? | -4% | -2% | -3%
CN1C(=O)CC(N2CCN(C(c3ccccc3)c3ccccc3)CC2)C1=O (stereo not given) | 13% | -3% | -11% | -14% | 4 | -8% | -4% | -1% | 1%
CCOC(=O)N1CCN(Cc2nc3c(c(=O)n(C)c(=O)n3C)n2Cc2ccccc2C)CC1 | 14% | 25% | 19% | -6% | 18 | -13% | 3% | -2% | -16%
O=C(CNC(=O)c1cccs1)NC1=NCCS1 | -6% | 1% | 2% | -2% | 22 | 1% | -1% | -3% | -2%

Compounds shown so far that have bromine (4):
SMILES | Pol iota inh | APEX1 inh | POLB inh | Pol eta inh | RXFP1 antag | Apoferritin bind | PGK inhibitor | BLM inh | POLK inh
O=C(O)CCC(=O)N1N=C(c2ccc(Br)cc2)CC1c1ccc(Br)cc1 (stereo not given) | 35%[activator] | 46%[activator] | 8% | -20% | -4 | -16% | 3% | -1% | -7%
COc1ccc(Br)cc1CNC(=O)CN1C(=O)c2cccnc2Oc2ccc(C)cc21 | ? | . | 33% | ? | -20 | -8% | 9% | -22% | -16%
N#C/C(=C/c1ccc(-c2ccc(Br)cc2)o1)C(=O)NC1CCCCC1 | 109%[activator] | 17% | 22% | -16% | -10 | 1% | 2% | 4% | -6%
Cc1cc(N2C(=O)C3C4C=CC(C4)C3C2=O)ccc1Br (stereo not given) | 4% | -1% | 2% | -12% | -9 | ? | -4% | -2% | -3%
